# TR-FRET SRC-2 ct: TR-FRET artefact, counter-screen to PPARgamma/SRC-2 agonist assay. stronger effect = higher value. TR-FRET ratio at 8 µM. 200,000 compounds, 0.4% hits; in the data active means TR-FRET ratio above about 2000; further: inactives centre near 1500; reference of the scale not given here
# S1P3 antagonist: antagonists of human S1P3 receptor; 170,000 compounds, 0.27% hits; Q99500; CHO S1P3 NFAT-BLA reporter, FRET fluorescence, antagonist mode; inhibition, % at 4.98 µM;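 active means inhibition above the plate cutoff, the mean inhibition of test wells on that plate plus 3 SD, cut at about 28% in these data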;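 further: cells challenged with S1P at its EC80 of 0.8 µM; blue over green emission ratio from cleaved BLA substrate after 4 h stimulation; 0% = S1P-stimulated wells and 100% = unstimulated DMSO-only wells; some compounds past the cut are filed as inactive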
# Target sequence (Q99500 whole entry, looked up): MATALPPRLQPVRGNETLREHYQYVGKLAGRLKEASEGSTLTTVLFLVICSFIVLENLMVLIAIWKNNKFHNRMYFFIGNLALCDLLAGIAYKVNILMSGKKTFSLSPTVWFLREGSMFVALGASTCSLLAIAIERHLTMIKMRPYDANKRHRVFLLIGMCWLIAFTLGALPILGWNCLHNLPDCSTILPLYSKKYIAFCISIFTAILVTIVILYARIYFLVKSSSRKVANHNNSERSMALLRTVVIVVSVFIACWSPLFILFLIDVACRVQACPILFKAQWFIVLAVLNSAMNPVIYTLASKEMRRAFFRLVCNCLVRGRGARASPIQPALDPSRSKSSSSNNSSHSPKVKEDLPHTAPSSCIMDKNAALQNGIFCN
# PPARg SRC1 recr: PPARgamma-driven SRC-1 recruitment agonism. P37231. PPARgamma-SRC-1 coactivator recruitment biochemical assay. activation, % at 8 µM. 200,000 compounds, 0.41% hits. AID 631; in the data active means activation above about 19%;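 further: 0% = DMSO and 100% = reference agonist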
# Target sequence (P37231 whole entry, looked up): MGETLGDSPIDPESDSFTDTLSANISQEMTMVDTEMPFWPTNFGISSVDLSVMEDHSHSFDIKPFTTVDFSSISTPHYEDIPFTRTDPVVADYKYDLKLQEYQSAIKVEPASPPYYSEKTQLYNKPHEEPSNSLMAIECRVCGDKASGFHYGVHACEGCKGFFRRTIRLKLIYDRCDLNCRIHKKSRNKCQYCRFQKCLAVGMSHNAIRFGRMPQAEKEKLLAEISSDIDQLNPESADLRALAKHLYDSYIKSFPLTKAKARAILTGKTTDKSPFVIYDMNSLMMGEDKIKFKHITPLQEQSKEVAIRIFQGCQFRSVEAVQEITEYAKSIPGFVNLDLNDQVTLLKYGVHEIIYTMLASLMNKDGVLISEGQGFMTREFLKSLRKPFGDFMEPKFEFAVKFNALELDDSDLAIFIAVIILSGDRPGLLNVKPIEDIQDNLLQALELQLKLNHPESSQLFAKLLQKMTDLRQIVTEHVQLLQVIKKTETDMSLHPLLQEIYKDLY
# bIAP inhibitor: blocks bovine intestinal alkaline phosphatase activity | inhibition, % at 20 µM | purified bovine IAP, CDP-star luminescence, 30 min | 190,000 tested, under 10 active;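 active means over 50% inhibition of intestinal alkaline phosphatase at 20 µM in the single-dose screen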
#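 Assay system: bovine IAP enzyme; medium: DEA buffer 100 mM, pH 9.8, with MgCl2 1.0 mM, ZnCl2 0.02 mM; doses: 20 µM single dose; incubation: enzyme reaction for 30 min at room temperature; detection: CDP-star luminescence signal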
# PPARg SRC3 recr: promotes SRC-3 coactivator recruitment by human PPARgamma. biochemical PPARgamma/SRC-3 coactivator recruitment assay. 200,000 compounds, 0.26% hits. AID 731. P37231. activation, % at 8 µM; in the data active means activation above about 23%;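 further: 0% = DMSO and 100% = reference agonist; some compounds past the cut are filed as inactive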
# RAM network inh: inhibitors of the yeast RAM network. S. cerevisiae dse1pr::URA3 reporter, 5-FOA growth OD615, 2 d; analog-sensitive cbk1-as2 kinase mutant strain. 190,000 compounds, 1.8% hits. inhibition, % at 50 µM;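 active means inhibition above a set limit, 3 SD over mean compound inhibition, cut at about 8.4% in these data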;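 further: 0% = DMSO-only wells with no growth and 100% = 10 µM 1-NA-PP1 full growth; inhibition rescues growth on 5-FOA so higher OD means more RAM inhibition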
# Lmaj promast: inhibitors of Leishmania major promastigote growth; Leishmania major promastigotes, resazurin fluorescence viability; inhibition, % at 10 µM; 200,000 compounds, 9% hits; AID 1063; in the data active means inhibition above about 50%;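 further: promastigotes grown with compound for 44 hours at 28 °C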
# PPARg SRC-2 ag: agonists of SRC-2 recruitment by human PPARgamma; P37231; PPARgamma LBD-SRC-2 recruitment, biochemical; activation, % at 8 µM; 200,000 compounds, 0.34% hits; AID 1032; in the data active means activation above about 22%;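 further: 0% = vehicle and 100% = reference agonist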
# Redox H2O2 prof: compounds producing H2O2 with reducing agent – biochemical, NIH compound library profiling, artefact control for MLSCN library redox annotation, primary screen. 200,000 compounds, 0.03% hits. activation, % at 10 µM. DTT-dependent redox cycling H2O2, phenol red/HRP absorbance; 100% = 100 µM peroxide control, 0% = buffer;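 active means activation of at least 50% relative to the plate's high and low controls in the primary single-dose screen; inactive means activation below 50%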;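 further: compound incubated with DTT at 0.8 mM final as the reducing agent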
# HMGR II inh: E. faecalis class II HMG-CoA reductase inhibition | inhibition, % at 10 µM | 190,000 compounds, 0.41% hits | AID 1066 | purified E. faecalis HMGR, NADPH absorbance 340 nm kinetic;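 active means inhibition above a set limit, the median over all tested compounds plus 3 SD, cut at about 9.5% in these data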;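 further: enzyme runs in reverse so mevalonate oxidation gives rising NADPH absorbance; 0% = complete reaction with DMSO and 100% = background rate lacking mevalonate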
# ROMK mod: modulates human ROMK potassium channel activity; P48048; Tet-inducible ROMK, thallium flux fluorescence; actives lie on both sides; B-score at 10 µM; 130,000 compounds, 2% hits; AID 1918;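 active means signal ratio slope over the read window, or its plate-corrected B-score, at least 3 SD from the plate mean, either direction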;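 further: B-score of the F/F0 ratio slope over 7 to 12 s after thallium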
# * marks the source's active call; other numbers are inactive results; · = no result given.
SMILES,TR-FRET SRC-2 ct,S1P3 antagonist,PPARg SRC1 recr,bIAP inhibitor,PPARg SRC3 recr,RAM network inh,Lmaj promast,PPARg SRC-2 ag,Redox H2O2 prof,HMGR II inh,ROMK mod
Cc1ccnc(NC(=O)CN(C)S(=O)(=O)c2cccc3nsnc23)c1,1601,-4.6,2.3,0.8,6.7,2.6,9.0,1.1,-9.2,-6.1,-0.577
Cc1nc(CCN2C(=O)c3ccccc3C2=O)n[nH]1,1457,·,-3.3,17.2,4.3,0.2,-4.5,0.1,0.9,-2.8,-0.395
COc1ccc([N+](=O)[O-])cc1NC(=S)NC(C)=O,1380,-10.4,-2.9,4.0,-3.1,0.7,2.8,7.0,-0.5,-2.3,-0.782
COc1cccc(C(c2nnnn2Cc2ccccc2)N2CCN(C(=O)c3ccco3)CC2)c1OC (stereo not drawn),1401,-18.4,-4.1,-5.4,4.4,0.3,78.9*,-0.6,1.8,-7.1,·
Cc1ccc(NC(=O)COc2cccnc2[N+](=O)[O-])cc1S(=O)(=O)N1CCCCC1,1499,1.5,6.1,20.1,-2.6,0.9,5.8,-2.0,0.6,-3.6,·
Cc1nn(-c2ccc(F)cc2)c(Cl)c1/C=C/C(=O)OCC(=O)Nc1ccc(F)cc1F,1665,12.1,9.8,-7.0,4.6,4.6,-7.1,-2.3,0.2,0.5,·
COc1cccc(C(=O)Nc2ccc(NC(C)=O)cc2)c1,1468,·,-2.5,11.2,-0.8,-0.3,-3.5,1.6,0.4,-2.4,0.597
CC(=O)Cc1nsc(NC(=O)c2c(-c3ccccc3Cl)noc2C)n1,1493,17.0,10.0,3.9,14.3,1.6,-3.8,2.4,-0.8,-1.2,·
CS(=O)(=O)ON=C1CCN(S(=O)(=O)c2ccccc2)CC1,1578,12.3,7.1,-4.1,-2.3,-0.4,-6.1,7.6,-1.1,-1.3,-0.299
Cc1ccccc1C(=O)c1ccc2c(c1)n(C)c(=O)n2C,1559,·,-2.2,-9.0,5.3,0.6,-2.3,4.5,-1.0,-0.3,-0.566
CCSC(=Nc1ccccc1)Nc1ccccc1,1603,-5.7,13.1,19.4,5.9,2.5,15.7,2.5,-0.4,-2.8,0.0677
CCCCn1nnnc1NCc1cc(OC)c(OC)cc1OC,1601,20.7,6.6,1.6,5.0,0.8,-3.9,5.1,0.1,-6.4,·
COc1cccc(OCc2nc3ccccc3c(=O)n2N)c1,1580,7.7,1.9,-0.4,-6.2,3.3,-1.5,-1.4,2.3,-0.5,·
CCn1ncc(/C=N/NS(=O)(=O)c2ccc(Cl)cc2)c1C,1608,·,9.2,1.0,3.5,-0.5,5.7,11.3,-0.1,-3.9,0.807
O=C(COC(=O)c1ccc(Br)o1)NC1CCCCC1,1369,-5.9,-11.9,0.3,-0.4,0.4,-1.6,-11.7,-0.4,-2.3,-0.33
CCOC(=O)N1CCC(NC(=O)c2ccc(CO)c(C(=O)NC3CCN(C(=O)OCC)CC3)c2)CC1,1692,7.0,2.6,-9.7,5.8,0.9,-7.2,7.5,0.1,-4.0,0.104
Cc1cc(C(=O)N2CCCC(CNS(=O)(=O)c3cccs3)C2)nn1C (stereo not drawn),1576,-18.4,3.7,-0.7,1.0,0.3,-3.7,4.0,-0.4,-2.3,0.773
Nc1cc(-c2ccc(Br)cc2)nc2cc(-c3ccccc3)nn12,1474,-9.3,0.3,14.9,2.2,2.9,4.9,4.6,-1.1,-0.3,·
O=C(c1oc(=O)c2ccccc2c1-c1ccccc1)N1CCN(C2CCCCC2)CC1,1385,-24.9,-1.4,0.2,-3.9,-0.1,0.3,10.2,-0.5,-9.2,·
O=S(=O)(NC1CCCCC1Oc1ccccc1)c1ccc(Cl)cc1 (stereo not drawn),1663,6.5,6.6,3.3,5.2,2.6,74.8*,3.4,-0.9,-4.4,-0.416
CC1CC(C)(C)NC(=S)N1CCC(=O)NCCc1ccc(Cl)cc1 (stereo not drawn),1426,-3.2,14.2,19.0,3.7,0.9,-4.0,-1.9,0.4,0.8,-1.02
Cc1cc(C)c(-c2cc(NC(=O)CSc3n[nH]c(N)n3)n(-c3ccccc3)n2)cc1C,1453,·,3.9,27.3,3.4,0.9,2.5,13.6,0.1,1.1,-0.591
CCOC(=O)N1CCC2(CC1)C(C#N)=C(N)Oc1n[nH]c(CSc3ccc(C)cc3)c12,1778,-17.1,3.6,-1.6,-8.3,2.5,1.2,1.1,-0.2,-3.0,0.179
COc1ccccc1C(=O)NCCCN1CCCC1=O,1334,-13.6,-2.8,4.8,-1.0,1.5,5.0,-0.7,3.2,-0.5,·
COc1cc(NC(=O)c2ccco2)ccc1NC(=O)C(C)C,1558,·,1.6,5.1,-2.6,-0.1,-6.6,-0.6,0.0,1.0,-0.671
COc1ccc(NC(=O)Nc2ccc(F)c(Cl)c2)cc1,1541,6.2,-4.0,2.6,-0.9,0.3,-2.5,-0.1,0.2,1.4,-0.685
CCCNC(=O)C1CCN(c2nc(C)cc(C)n2)CC1,1391,-13.2,0.4,-0.1,-5.5,1.1,-4.0,-2.2,2.7,-1.4,0.941
Cc1c(S(=O)(=O)Nc2ccc3c(c2)OCCO3)cnn1C,1524,-5.8,0.2,3.8,0.8,3.8,-3.0,-5.2,-1.5,-1.1,-0.00957
COc1cc(NC(=O)c2cccs2)ccc1NC(=O)c1cc2ccccc2o1,1514,7.3,-4.5,7.1,-1.4,5.8,-6.2,-4.6,0.6,2.4,0.783
O=C(c1ccccc1NS(=O)(=O)c1cccs1)N1CCCC1,1655,·,6.7,-2.3,-9.9,0.3,-2.6,2.3,-0.1,1.8,-0.326
COc1ccccc1OC(=O)CCN1c2ccccc2Sc2ccccc21,1756,8.3,-8.8,11.8,-1.6,14.2*,-5.6,5.4,0.5,-2.4,-0.0682
NC(=O)c1cc(Cc2ccccc2)sc1NC(=O)c1ccco1,1511,40.1,5.3,2.5,4.1,1.4,-0.9,5.5,-2.0,-0.6,-1.26
Cc1ccc(-c2nnc(SCC#CCOC(=O)c3cccs3)o2)cc1,1620,·,-0.4,41.2,8.4,4.5,5.0,0.3,0.4,-2.3,-1.27
COc1ccc(-n2ncc(N(C)n3cccc3)c(Cl)c2=O)cc1,1479,·,0.7,7.3,4.5,0.5,2.9,6.9,1.1,1.8,·
O=C(CCN1C(=O)COc2ccccc21)NCCN1CCc2ccccc2C1,1457,20.5,1.1,3.3,-15.0,0.0,29.4,-3.8,0.2,-6.1,-0.154
Cc1ccccc1NC(=O)COC(=O)CN1C(=O)NC(C)(C)C1=O,1309,·,1.0,7.4,-3.3,-0.4,-4.2,7.0,0.0,1.7,0.101
CNC(=O)/C(C#N)=C\c1ccc(CNS(=O)(=O)c2ccccc2)o1,1743,-0.5,8.6,9.9,2.3,1.2,42.3,-5.3,-1.0,1.2,0.604
Cn1cccc1C(=O)Nc1nc(-c2ccccn2)cs1,1739,2.2,5.3,-27.5,1.4,-0.4,100.1*,9.7,2.9,-0.7,1.1
Nc1nc(SCC(=O)Nc2cc(S(=O)(=O)N3CCOCC3)ccc2Cl)n[nH]1,1629,-14.8,2.9,-2.2,3.0,1.1,-0.9,-7.5,-0.1,-1.8,0.406
CCN(CC)C(=O)c1cn(C)c(=O)c2cc(OC)c(OC)cc12,1408,·,-2.8,-2.2,-5.4,-0.3,-5.8,-1.7,-1.3,6.0,0.601
N#Cc1ccc(C(=O)OCC(=O)Nc2ccc(N3CCOCC3)cc2)cc1,1711,-13.3,13.5,3.0,6.3,5.1,-7.9,12.3,-0.6,6.9,0.118
Cc1nnc(SC(C)C(=O)Nc2ccc(S(=O)(=O)N3CCCCC3)cc2)s1 (stereo not drawn),1552,18.7,2.5,4.1,10.9,0.1,-2.5,12.6,1.2,1.4,·
CC(=O)N(c1ccccc1)c1nnc(-c2cnc(C)cn2)s1,1496,-6.9,1.3,0.7,1.7,-1.1,0.2,-3.9,-0.5,2.4,0.00954
Cc1cc(NC(=O)CN2CCCC2c2nc3ccccc3s2)no1 (stereo not drawn),1405,-14.3,9.9,-6.2,1.5,0.7,-7.8,-2.1,0.6,0.1,·
O=c1[nH]c(CSc2nc3ccccc3[nH]2)nc2c1cnn2-c1ccccc1,1713,-7.5,7.4,-14.0,11.4,4.6,69.3*,4.4,0.3,1.2,-3.44*
COC(=O)/C(=C\Nc1ccc(OC)cc1)NC(=O)c1ccc(Cl)cc1Cl,1424,·,-2.4,12.2,0.9,2.0,-7.5,-2.9,7.9,-0.1,0.0261
S=C1NC(c2ccccc2)=NCN1c1ccc(Br)cc1,1515,·,-1.0,12.4,7.0,1.7,-4.2,9.6,0.3,-5.3,1.45
CCCCN1C(=O)C(NC(=O)C2CC2)(C(F)(F)F)C2=C1CC(C)(C)CC2=O (stereo not drawn),1315,·,-3.2,-4.5,-5.8,0.9,0.3,-3.9,-4.2,4.2,0.0927
CC(=O)C1=C(C)Nc2ncnn2C1c1ccc(Cl)cc1Cl (stereo not drawn),1474,-13.5,1.6,-0.8,-13.3,0.9,-5.2,-2.0,1.8,-0.4,-1.5
COC(=O)c1ccccc1NC(=O)CSc1nnc(-c2ccoc2C)n1C,1719,-0.4,10.4,0.5,21.4,1.4,-3.9,3.9,1.6,-1.7,-0.65
O=C(CCC1CCCC1)NC1CCCCC1,1477,·,5.6,10.9,-5.4,-0.1,-2.0,6.1,0.1,-2.6,-0.459
O=C(Cn1nnc(-c2ccccc2)n1)N/N=C/c1cccc([N+](=O)[O-])c1,1327,-15.3,9.6,-5.1,5.3,2.9,-5.9,5.4,2.1,-2.3,·
COC(=O)C1C(=O)C2=C(CC1C)NC(=O)CC2c1ccc(F)cc1 (stereo not drawn),1366,-4.7,-4.0,2.5,-5.0,-0.9,-2.8,-3.4,-0.7,-2.8,-0.145
CCNC(=O)c1cc2ccccc2o1,1659,-4.9,2.5,9.2,-2.1,0.7,-5.5,9.2,0.0,1.9,-0.122

# Retrieved by compound from the entries so far:
SMILES,TR-FRET SRC-2 ct,S1P3 antagonist,PPARg SRC1 recr,bIAP inhibitor,PPARg SRC3 recr,RAM network inh,Lmaj promast,PPARg SRC-2 ag,Redox H2O2 prof,HMGR II inh,ROMK mod
O=c1[nH]c(CSc2nc3ccccc3[nH]2)nc2c1cnn2-c1ccccc1,1713,-7.5,7.4,-14.0,11.4,4.6,69.3*,4.4,0.3,1.2,-3.44*
Cc1ccc(NC(=O)COc2cccnc2[N+](=O)[O-])cc1S(=O)(=O)N1CCCCC1,1499,1.5,6.1,20.1,-2.6,0.9,5.8,-2.0,0.6,-3.6,·
NC(=O)c1cc(Cc2ccccc2)sc1NC(=O)c1ccco1,1511,40.1,5.3,2.5,4.1,1.4,-0.9,5.5,-2.0,-0.6,-1.26

# Bioassay records: PubChem BioAssay, several laboratories

# An unsorted share of the library; overall some 13% were active at least once.
